Screens from PubChem BioAssay.
TCR activator – activates T cell receptor signaling. Potency, µM (highest dose often 9.22 µM), inactives show at the highest dose activation of IL-2 secretion, most hits filed as activators. AID 504894. primary human leukocytes, anti-CD3, IL-2 HTRF, 48 h. 330,000 tested, under 10 active; also: % of control where 0% means no effect
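HTRF read-out of IL-2 secretion: europium cryptate donor excited at 320nm, d2 acceptor emission at 665nm. Cells were primary human leukocytes incubated 48 hr with compounds and a-CD3 beads, supplying TCR signal only.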
Tb PFK block – blocks T. brucei phosphofructokinase | O15648 | T. brucei PFK, ADP-Glo luminescence | Potency, µM (top dose mostly 57.5 µM), for the others: top-dose activity, negative = inhibition, hits mostly inhibitors | 0.17% of 330,000 active;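 also: potency is read from the fitted curve at half-maximal effect; 0% = uninhibited 1x PFK enzyme wells and -100% = no-enzyme wells; nearly all actives have a fitted effect of over 60% in size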
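Luminescent ADP detection (ADP-Glo, two-step: ATP depletion then ADP-to-ATP conversion for luciferase) reported PFK activity after 45 min room-temperature reaction of 1.25 nM enzyme with 0.5 mM F6P and 0.1 mM ATP at pH 8.0.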
ELG1 DNA repair – inhibitors of ELG1-dependent DNA repair in HEK293T cells; Potency, µM (titrated, usually from 46.1 µM), for inactives: top-dose activity change, negative = inhibition, most hits filed as inhibitors; HEK293T ELG1-luciferase reporter, luminescence, 16 h; DNA damage induced by 5-fluorouridine; 2.3% of 330,000 active; also: potency is read from the fitted curve at half-maximal effect; % is scaled to controls: 0 for no effect and ±100 for the full control effect; nearly all actives have a fitted effect of over 55% in size
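HEK293T cells expressing luciferase-tagged ELG1 (2,000/well) received 5-Fluorouridine plus compound or DMSO for 16 hr at 37 °C. Luciferase was read by ONE-Glo luminescence after 30 min at room temperature.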
Mito fusion yeast – mitochondrial division inhibition or fusion activation; S. cerevisiae fusion-defective mutant growth rescue, CellTiterGlo 48 h; Potency, µM (doses to about 46.1 µM), without a hit: at the highest dose growth rescue (activation), usual class: activators; 0.23% of 320,000 active; AID 485298;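 also: potency is read from the fitted curve at half-maximal effect; % of control where 0% means no effect; nearly all actives have a fitted effect of over 45% in size; temperature-sensitive fusion mutants such as fzo1-1 at 37 °C on non-fermentable ethanol glycerol medium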
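Yeast fusion mutant, YPEG (non-fermentable carbon), compound, 48 h at 37C non-permissive; CellTiterGlo added, 10 min RT, luminescence read. Rescued growth = division inhibition.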
TSHR antag – human thyrotropin receptor antagonism | P16473 | TSHR-expressing cells, TSH-stimulated cAMP HTRF, 2 h; hits give low values | activity change, negative = inhibition, % at 11.5 µM | 0.2% of 330,000 active | AID 504810;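 active = activity change below a set negative limit, meaning inhibition stronger than a set level, cut at about -70% in these data; inconclusive = activity change between two set negative limits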; also: % is scaled to controls: 0 for no effect and ±100 for the full control effect
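Freshly harvested TSHR cells receive pin-tooled compound, then EC80 TSH at 4nM final. After 2 hours at 37 deg C, antibody in lysis buffer and cAMP-d2 are added; 30 minutes at ambient temperature precede the HTRF read.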
TSG101-PTAP inh – blocks PTAP/TSG101 interaction to inhibit HIV-1 budding; Fluorescence polarization, FITC-PTAP peptide / Tsg101 binding; Potency, µM (titrated, usually from 115 µM), inactives show at the highest dose activity change, negative = inhibition, hits mostly inhibitors; 340,000 tested, under 10 active; active = well fitted inhibition curve with a large enough effect in the main read-out, with a control signal flat, not every such curve was filed as active; inconclusive = small, poorly fitted or top-dose-only effect, or effect the other way, or a change in a side signal; inactive = no such curve, though single readings can be large or run the other way; also: potency is read from the fitted curve at half-maximal effect; % of control where 0% means no effect
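Fluorescence anisotropy tracks displacement of a FITC-tagged PTAP peptide (50 nM) from the Tsg101 binding domain (10 uM), following a 20 min room-temperature incubation at pH 7.5.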
BCR signal inh – inhibitors of chronic active B-cell receptor signaling | ABC-DLBCL IkBa-CBG/CBR reporter, luminescence ratio, 4 h | Potency, µM (titrated, usually from 46.1 µM), for the others: at the highest dose ratio change, negative = lower green/red ratio, actives largely listed as inhibitors | 0.05% of 340,000 active | AID 493014; active = well fitted inhibition curve with a large enough effect in the signal ratio, with a control signal flat, not every such curve was filed as active; inconclusive = small, poorly fitted or top-dose-only effect, or effect the other way, or a change in a side signal; the % refers to the signal ratio;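 also: potency is read from the fitted curve at half-maximal effect; plate controls were basal doxycycline-induced cells for no effect and cells given 10 µM MG132 for full effect; MG132 reads +100%, hits lower the ratio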
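Compounds up to 46 uM were incubated four hours with TMD8 cells whose green CBG68 luciferase is fused to IkappaBalpha; red CBR luminescence normalised the signal, and concentration-effect curves were fitted to fusion, red and ratio data.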
USP2a block – blocks human ubiquitin-specific protease USP2a; O75604; USP2 core, Ub-CHOP2 coupled fluorogenic reporter, 485/531; Potency, µM (top dose mostly 38.3 µM), without a hit: top-dose activity change, negative = inhibition, usual class: inhibitors; 0.01% of 330,000 active; AID 463254;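 also: potency is read from the fitted curve at half-maximal effect; plate controls were DMSO wells for no effect and full inhibition by NEM control for full effect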
Target sequence (O75604 whole entry, looked up): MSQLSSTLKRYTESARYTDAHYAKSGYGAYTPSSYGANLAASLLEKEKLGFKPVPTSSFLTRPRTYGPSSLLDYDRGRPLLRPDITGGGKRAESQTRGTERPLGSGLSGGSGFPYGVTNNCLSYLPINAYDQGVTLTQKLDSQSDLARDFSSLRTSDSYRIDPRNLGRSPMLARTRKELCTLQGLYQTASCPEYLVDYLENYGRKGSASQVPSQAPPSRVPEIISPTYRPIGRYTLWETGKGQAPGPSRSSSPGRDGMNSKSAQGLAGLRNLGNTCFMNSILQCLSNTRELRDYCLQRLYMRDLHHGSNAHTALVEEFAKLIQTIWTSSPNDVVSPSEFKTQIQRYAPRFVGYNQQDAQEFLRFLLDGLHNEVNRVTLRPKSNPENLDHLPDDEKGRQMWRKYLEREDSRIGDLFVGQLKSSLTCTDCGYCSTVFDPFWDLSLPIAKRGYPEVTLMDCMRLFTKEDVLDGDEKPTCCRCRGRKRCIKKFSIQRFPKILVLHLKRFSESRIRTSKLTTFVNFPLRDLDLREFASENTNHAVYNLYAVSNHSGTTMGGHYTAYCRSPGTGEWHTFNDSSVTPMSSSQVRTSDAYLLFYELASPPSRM
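USP2 core (10nM final) preincubated 30min RT with compound in 20mM Tris-HCl pH 8.0, 2mM CaCl2, 2mM beta-mercaptoethanol, 0.05% CHAPS; 25nM Ub-CHOP2 plus 25nM reporter substrate added, fluorescence (Ex485/Em531) read after 60min.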
Eya2 phos inh – blocks the phosphatase activity of human Eya2; O00167; recombinant Eya2, OMFP fluorescence dephosphorylation (OMFP is methylfluorescein phosphate); Potency, µM (highest dose often 76.9 µM), without a hit: at the top dose activity, negative = inhibition, hits mostly inhibitors; 0.006% of 330,000 active; also: potency is read from the fitted curve at half-maximal effect; % is scaled to controls: 0 for no effect and ±100 for the full control effect
Target sequence (O00167 whole entry, looked up): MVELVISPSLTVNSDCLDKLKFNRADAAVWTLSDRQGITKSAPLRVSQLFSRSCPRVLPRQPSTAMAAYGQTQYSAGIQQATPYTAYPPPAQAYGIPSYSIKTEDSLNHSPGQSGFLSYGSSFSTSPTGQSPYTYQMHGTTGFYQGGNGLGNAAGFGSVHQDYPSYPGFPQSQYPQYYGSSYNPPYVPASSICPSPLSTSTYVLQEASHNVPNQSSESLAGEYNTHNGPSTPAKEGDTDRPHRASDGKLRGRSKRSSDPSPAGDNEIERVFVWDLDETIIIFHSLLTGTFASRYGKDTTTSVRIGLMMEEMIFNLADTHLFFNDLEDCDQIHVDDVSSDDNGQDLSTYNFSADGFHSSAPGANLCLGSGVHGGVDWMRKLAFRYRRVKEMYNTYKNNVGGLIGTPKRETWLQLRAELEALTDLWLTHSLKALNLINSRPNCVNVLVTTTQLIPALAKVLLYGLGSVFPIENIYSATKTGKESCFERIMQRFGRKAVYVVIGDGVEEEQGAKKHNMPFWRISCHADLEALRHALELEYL
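Eya2 (0.2 uM) preincubated 10 min at ambient with compound, then OMFP substrate added at 50 uM; 10 min reaction in 50 mM HEPES pH 7.5, 50 mM NaCl, 5 uM MgCl2, 0.05% BSA, 1 mM DTT. Fluorescence read at Ex 485/Em 525 nm.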
uPA generation – blocks generation of uPA at the cell surface. AID 540303. 0.31% of 330,000 active. Potency, µM (series often up to 38.3 µM), for inactives: at the top dose activity change, negative = inhibition, actives largely listed as inhibitors. cell surface uPA generation assay, qHTS; active = well fitted inhibition curve with a large enough effect; inconclusive = small, poorly fitted or top-dose-only effect; inactive = no such curve, though single readings can be large or run the other way; tested in mouse RAW 264.7 cells; also: potency is read from the fitted curve at half-maximal effect; % is scaled to controls: 0 for no effect and ±100 for the full control effect; nearly all actives have a fitted effect of over 55% in size
B2AR arrestin – beta2AR (human) beta-arrestin recruitment activity; Potency, µM (titrated, usually from 46.1 µM), inactives show at the top dose activation, actives largely listed as activators; 0.02% of 330,000 active; beta-arrestin recruitment to beta2AR, cell-based reporter;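 also: potency is read from the fitted curve at half-maximal effect; 0% = DMSO controls and full agonism = EC100 isoproterenol or metaproterenol; nearly all actives have a fitted effect of over 65% in size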
* marks the source's active call; other numbers are inactive results; ? = inconclusive; / = not tested or not shown; [ ] = remark or other dose. Unless noted, calls follow the shape of the dose curve; as a rule, active = well fitted curve in the direction sought with a large enough effect; inconclusive = small, poorly fitted or top-dose-only effect, or another doubt; inactive = no such curve, though single readings can be large; an effect the other way counts as inactive or inconclusive. Rows were taken by chance. Share with any hit: about 3%.

SMILES	TCR activator	Tb PFK block	ELG1 DNA repair	Mito fusion yeast	TSHR antag	TSG101-PTAP inh	BCR signal inh	USP2a block	Eya2 phos inh	uPA generation	B2AR arrestin
CCC(Sc1nc(N)cc(=O)[nH]1)C(=O)Nc1cc(C)on1 (configuration not stated)	11%	-2%	?	-8%	-4	-1%	-7%	-2%	-13%	3%	-1.2%
COc1cccc(-c2nc(C#N)c(N3CCN(C(=O)c4ccco4)CC3)o2)c1	9%	1%	-2%	2%	2	/	-6%	-4%	6%	9%	-0.5%
CCCc1cc(=O)oc2c(CNc3ccc(OCC)cc3)c(O)ccc12	-3%	-4%	-28%	-10%	-6	-5%	0%	?	5%	9%	-0.2%
CCN1CCN(C(=O)CS(=O)(=O)Cc2nc(-c3cccc(OC)c3)oc2C)CC1	1%	-2%	0%	-6%	7	-4%	-1%	3%	-9%	-2%	0.4%
CCC(C)c1ccc(S(=O)(=O)N2CCN(C(C)CC(=O)O)CC2)cc1 (configuration not stated)	/	1%	13%	-2%	-1	-1%	-1%	1%	12%	-1%	0.0%
COc1ccc(N2CCN(C(=O)Nc3ccccc3Cl)CC2)cc1	-1%	-5%	-7%	6%	-3	-2%	10%	0%	-6%	-2%	-0.1%
COc1cccc(NCc2cc(=O)oc3cc(-c4ccccc4)c(O)cc23)c1	-1%[46.1 µM]	9%	-7%	5%	-19	0%	?	2%	0%	-8%	-0.7%
COC(=O)c1ccccc1NC(=O)NC1CCCC1	-7%	5%	5%	4%	-4	-6%	0%	-1%	-8%	-1%	-0.7%
Cc1c(C(N)=O)c(N)c(C(=O)c2ccccc2)n1-c1ccccc1	-1%	-2%	-20%	2%	3	-4%	-1%	3%	1%[15.4 µM]	-1%	0.0%
COc1ccc(CN2C(=O)c3cccnc3C2=O)cc1S(=O)(=O)NCc1ccccc1	0%	-2%	?	4%	13	-5%	0%	4%	-1%	-3%	-0.2%
O=S(=O)(c1cnc(Cl)c(Cl)c1)N1CCN(c2ncccn2)CC1	1%	7%	1%	1%	-5	-1%	0%	-2%	5%	4%	0.8%
N#CC1=C(N)NC(SCc2ccccc2)=C(C#N)C12CCCCC2	4%	-1%	?	-1%	-27	-5%	?	-5%	6%	/	-0.2%
Cc1cc(S(=O)(=O)Nc2c(C)nn(C)c2C)c(Cl)cc1Cl	-21%	0%	-6%	2%	29	-15%	-16%	1%	?	-6%	-0.7%
CCOC(=O)[C@@H]1[C@H]2COc3ccc(Br)cc3[C@@H]2N2C(=O)N(c3ccc(C)cc3)C(=O)[C@]12C	-9%	-4%	3%	5%	-10	-3%	1%	1%	3%	18%	-0.4%
Cc1cccc(CSc2nc3ccccc3c(=O)n2C)c1	0%	5%	9%	10%	-48	-4%	?	2%	3%	-24%	-0.1%
CCc1nnc(NC(=O)CSc2nnc(COc3ccc(C)cc3)n2-c2ccccc2)s1	2%	-3%	?	1%	-2	-4%	1%	3%	-1%	-5%	-0.2%
COc1ccc(NC(=O)c2cccc(Cn3cc(Br)cn3)c2)cn1	-7%	1%	-11%	6%	2	-13%	6%	2%	-14%	-10%	-1.6%
COc1ccccc1NC(=O)NCc1ccc2c(c1)OCO2	/	-1%	22%	-3%	-5	/	-5%	2%	0%	/	3.5%
CC(=O)c1ccc(NC(=O)C(C)Sc2nnc(-c3ccncc3)n2C2CC2)cc1 (configuration not stated)	-1%	0%	-4%	/	13	-1%	0%	2%	5%	7%	-0.6%
CSc1nc2c(c(C(F)(F)F)n1)CC(C)CC2 (configuration not stated)	3%	-2%	-8%	2%	-24	-5%	-7%	1%	2%	0%	0.1%
Cn1c(NC(=O)c2ccc(Cl)cc2Cl)cc(=O)n(C)c1=O	3%	2%	10%	2%	-2	0%	27%	0%	10%	-12%	0.3%
O=c1oc2ccccc2cc1-c1nnc(NCc2ccco2)s1	-4%	-1%	?	0%	-6	-7%	?	7%	1%	-8%	-0.2%
O=C(Nc1ccc(OC(F)(F)F)cc1)Nc1cccc([N+](=O)[O-])c1	0%[46.1 µM]	-1%	?	-22%	?	-1%	?	2%	-15%	-9%	-0.7%
CNc1oc(/C=C/c2cccc(OC)c2)nc1C#N	-6%	1%	?	-1%	-14	-2%	-4%	1%	-7%	?	-0.2%
COc1cc(N)c(Cl)cc1C(=O)OCC(=O)c1ccc2c(c1)NC(=O)CO2	3%	-10%	3.7µM*	6%	17	0%	?	-12%	-13%	0%	-0.8%

Additional results
SMILES	TCR activator	Tb PFK block	ELG1 DNA repair	Mito fusion yeast	TSHR antag	TSG101-PTAP inh	BCR signal inh	USP2a block	Eya2 phos inh	uPA generation	B2AR arrestin
Cc1cc(C)nc(NC2=NCC(=O)N2c2ccccc2Br)n1	1%[46.1 µM]	-4%	4%	-3%	-5	1%	-12%	-7%	-15%	2%	0.0%
COCCNC(=O)C(c1ccc(C)cc1)N(C(=O)C(=O)NC1CCCC1)c1ccc2c(c1)OCCO2 (configuration not stated)	3%	0%	3%	2%	16	1%	-6%	-3%	-11%	?	0.4%
CN1C(=O)C(C)(C)c2cc(S(=O)(=O)NCc3ccc(C(=O)NCc4ccco4)cc3)ccc21	7%	5%	11%	1%	-6	0%	5%	2%	2%	-9%	-1.0%
COCCC(=O)N1CCC(Oc2ccc(C(=O)N(C)C(C)c3ccon3)cc2)CC1 (configuration not stated)	-2%	-3%	3%	3%	-11	-2%	-14%	3%	-3%	3%	0.0%
CCCCn1nnnc1SCC(=O)c1ccc(C)c(C)c1	-2%	0%	12%	8%	-17	1%	-4%	0%	-6%	-1%	2.9%
CCN1CCc2c(OCC(=O)N3CCCc4ccccc43)cccc2C1=O	3%	-5%	?	0%	9	2%	?	1%	25%	7%	2.9%
CC(=O)c1ccc(NC(=O)CSc2ccc(-c3sc(C)nc3C)nn2)cc1	12%	0%	18µM*	2%	-16	-5%	-13%	0%	6%	-9%	-0.8%
Cc1ccc2cc(C=O)c(N(C)C)nc2c1	-3%[46.1 µM]	0%	16%	3%	8	-7%	?	2%	-3%	-6%	6.1%
Oc1c(Br)cc(/C=N/n2c(-c3ccccc3)n[nH]c2=S)cc1Br	-6%	2%	-9%	-1%	-24	-4%	10%	1%	-7%	-1%	0.4%
COc1ccccc1C1CC(c2ccco2)=NN1c1ccccc1 (configuration not stated)	-4%[46.1 µM]	1%	-7%	21%	82	0%	25%	2%	-1%	-4%	0.2%
CC(=O)c1cnc2n(c1=O)CCS2	-1%	-1%	-4%	11%	1	-5%	2%	4%	0%	-3%	-0.4%
COc1ccccc1C(=O)NC(=O)COC(=O)Cn1cnc2c1c(=O)n(C)c(=O)n2C	-1%	1%	13%	0%	-2	-2%	0%	1%	-1%	3%	5.0%
O=C(Nc1cccc(C(F)(F)F)c1)c1ccc2nc(N3C(=O)CCC3=O)sc2c1	-6%	-6%	-5%	0%	-6	0%	?	-1%	2%	8%	-1.1%
COc1ccccc1NC(=S)N1CCC(c2nc3ccccc3o2)CC1	1%[46.1 µM]	-7%	23%	7%	30	-3%	-1%	-1%	-2%	16%	-1.2%
CCOc1ccc(N(CC(=O)NC2CC3CCC2C3)S(=O)(=O)c2ccc(C)cc2)cc1 (configuration not stated)	-3%	-6%	?	-1%	15	-1%	4%	-9%	-17%	1%	-0.2%
O=C(Cc1ccccc1)N[C@@H](Cc1ccc(O)cc1)C(=O)O	/	-1%	16%	-4%	-2	/	4%	0%	8%	/	-0.5%
OCc1nc2ccccc2n1CC(O)Cn1ccc2ccccc21 (configuration not stated)	-3%	-15%	-28%	4%	4	0%	?	0%	-19%	-10%	-0.4%
Cc1cc(C)n(CC(=O)NNC(=O)c2cccc(C(F)(F)F)c2)n1	-1%	-3%	2%	2%	-20	0%	-1%	5%	-13%	5%	0.1%
COc1ccccc1-c1ccc(SCc2ccccc2F)nn1	-16%	-3%	?	0%	-15	-1%	?	1%	8%	10%	-0.2%
O=C(NCc1nc(-c2ccc(Cl)cc2)no1)c1ccc2c(c1)OCO2	5%	0%	-5%	-21%	-11	-1%	8%	9%	3%	13%	-0.5%
Cc1ccc(C)c(C(=O)C(C)Sc2nc3nn(-c4ccccc4)c(=O)c-3c3n2CCCCC3)c1 (configuration not stated)	13%	1%	0%	1%	11	-5%	?	0%	-12%	11%	0.1%
